Source: PubChem (National Center for Advancing Translational Sciences (NCATS))
TDP-43 yeast inh: rescues yeast growth from TDP-43 toxicity; TDP-43 expressing yeast growth rescue, BacTiter-Glo, 24 h; Potency, µM (doses to about 46.1 µM), for inactives: at the highest dose growth rescue (activation), hits mostly activators; AID 652104; 410,000 tested, 1.8% active; further: potency means the concentration at half of the fitted maximal effect; % of control where 0% means no effect; nearly all actives have a fitted effect of over 50% in size
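Luminescence from BacTiter-Glo reports growth of TDP-43-expressing yeast after 24 hr at 30 deg C with compound. Cells were raffinose-pregrown to mid-log, then seeded in galactose medium at OD600=0.02.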
FUS suppressor: FUS proteinopathy suppression in yeast; S. cerevisiae FUS-expressing, growth rescue, OD600, 24 h; Potency, µM (highest dose often 76.6 µM), without a hit: at the top dose growth rescue (activation), hits mostly activators; 390,000 tested, 0.24% active;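 further: potency means the concentration at half of the fitted maximal effect; plate controls were DMSO vehicle for no effect and reference control for full effect; nearly all actives have a fitted effect of over 55% in size; some results filed as inactive show a strong effect at the top dose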
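Galactose (2%) drives FUS expression in yeast precultured in raffinose; seeding density OD 0.005. Test compounds incubated 24hr at 30C and 99% humidity before absorbance at 600 nm was measured.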
aSyn yeast inh: alpha-synuclein toxicity inhibition in yeast; 370,000 tested, 0.14% active; Potency, µM (doses to about 46.1 µM), for the others: at the top dose growth rescue (activation), most hits filed as activators; Yeast expressing alpha-synuclein, growth rescue, BacTiter-Glo, 24 h; AID 652106; further: potency means the concentration at half of the fitted maximal effect; % of control where 0% means no effect; nearly all actives have a fitted effect of over 65% in size
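Galactose-induced alpha-syn yeast (OD600=0.02, raffinose-pregrown) + pinned cpd, 24 hr, 30 deg C; growth by BacTiter-Glo luminescence. Growth restoration scores as activation.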
DRD3 agonist: agonists of human D3 dopamine receptor | max activation, % | AID 652048 | 410,000 tested, 0.58% active | D3R DiscoveRx beta-arrestin cells, luminescence, 90 min; in the data active means max activation above about 30%; further: 0% is about no effect; mostly tested at two doses, the higher about 12 µM
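Agonist-mode cell screen: cells plated at 1500/well and incubated overnight at 37 °C, then exposed to library compounds for 90 min at 37 °C. Detection reagent was added for 30–60 min at room temperature, and luminescence was read.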
Abeta rescue: compounds reversing amyloid beta toxicity in yeast | AID 1347071 | 410,000 tested, 0.063% active | yeast expressing A-beta42, growth rescue, OD600, 48 h; response scale: 0% DMSO, 100% iron-clioquinol control | Potency, µM (titrated, usually from 46.1 µM), for the others: at the top dose growth rescue, usual class: activators; further: potency means the concentration at half of the fitted maximal effect; nearly all actives have a fitted effect of over 55% in size
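Growth rescue measured by 600 nm absorbance after 48 h yeast culture at 30 C with compound. Values normalized between DMSO and an equimolar ferric chloride plus clioquinol control.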
D3 antag: antagonists of human D3 dopamine receptor. P35462. D3R cells, DiscoveRx beta-arrestin luminescence, antagonist mode; hits give low values. max response, negative = inhibition, %. 360,000 tested, 2.5% active; in the data active means max response below about -50%; inconclusive means no clear call, values can overlap the other calls; further: on the % scale 0 is the no-effect control and ±100 the full control effect; mostly tested at two doses, the higher about 12 µM
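Cells plated overnight at 1500 cells/well, then exposed to library compounds with dopamine controls for 90 minutes at 37 degrees C. DiscoveRx reagent added for 30–60 minutes at room temperature; luminescence read, quantitative HTS format.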
EPAC2 antagonist: blocks human EPAC2 exchange factor. Q8WZA2. EPAC2 GEF exchange of Rap1B-BODIPY-GDP, fluorescence. Potency, µM (doses to about 114 µM), for inactives: at the top dose activity, negative = inhibition, usual class: inhibitors. 360,000 tested, 0.18% active; further: potency means the concentration at half of the fitted maximal effect; on the % scale 0 is the no-effect control and ±100 the full control effect; nearly all actives have a fitted effect of over 45% in size; many of its hits are not listed in these tables
Target sequence (Q8WZA2 whole entry, looked up): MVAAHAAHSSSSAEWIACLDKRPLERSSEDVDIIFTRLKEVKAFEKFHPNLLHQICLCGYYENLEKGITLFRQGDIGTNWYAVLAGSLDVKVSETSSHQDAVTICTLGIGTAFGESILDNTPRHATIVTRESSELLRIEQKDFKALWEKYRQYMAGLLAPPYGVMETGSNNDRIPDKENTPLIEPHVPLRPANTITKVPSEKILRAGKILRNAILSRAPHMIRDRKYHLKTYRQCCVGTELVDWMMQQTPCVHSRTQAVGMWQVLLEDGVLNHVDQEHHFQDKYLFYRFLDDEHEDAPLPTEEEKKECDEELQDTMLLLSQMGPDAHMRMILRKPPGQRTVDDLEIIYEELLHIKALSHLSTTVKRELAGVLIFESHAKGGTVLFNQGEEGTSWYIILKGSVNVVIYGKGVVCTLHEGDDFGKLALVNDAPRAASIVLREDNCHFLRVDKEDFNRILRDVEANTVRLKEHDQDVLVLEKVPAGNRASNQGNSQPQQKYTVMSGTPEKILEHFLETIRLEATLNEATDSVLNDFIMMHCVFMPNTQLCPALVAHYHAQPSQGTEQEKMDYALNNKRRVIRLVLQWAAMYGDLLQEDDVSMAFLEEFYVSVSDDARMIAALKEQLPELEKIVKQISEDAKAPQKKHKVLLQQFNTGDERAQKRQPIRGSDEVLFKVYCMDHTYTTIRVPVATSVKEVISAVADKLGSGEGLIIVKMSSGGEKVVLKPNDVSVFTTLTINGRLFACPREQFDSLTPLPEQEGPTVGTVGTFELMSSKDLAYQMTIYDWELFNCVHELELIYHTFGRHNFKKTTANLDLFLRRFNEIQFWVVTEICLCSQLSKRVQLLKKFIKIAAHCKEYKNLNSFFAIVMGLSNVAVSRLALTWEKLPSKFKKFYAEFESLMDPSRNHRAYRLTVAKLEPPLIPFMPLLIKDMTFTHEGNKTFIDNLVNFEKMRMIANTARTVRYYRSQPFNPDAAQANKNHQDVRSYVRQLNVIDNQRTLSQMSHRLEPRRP
EPAC2 ag: agonists of human EPAC2 (RAPGEF4); EPAC2 activation, biochemical qHTS; response scale: 100% = 6.5 mM cAMP response; Potency, µM (doses to about 154 µM), without a hit: at the top dose activation, actives largely listed as activators; Q8WZA2; 360,000 tested, 0.079% active; AID 720711; further: potency means the concentration at half of the fitted maximal effect; nearly all actives have a fitted effect of over 50% in size
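Compounds were added across a concentration range to EPAC2 (100 nM), RAP1B-BODIPY-GDP (250 nM) and GDP (50 uM). After 5 min at room temperature, fluorescence was recorded at 5-min intervals for 30 min.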
An asterisk follows results filed as active; ? = inconclusive; / = not tested or not shown; & = joins results of further samples; [ ] = dose if it differs, or a comment. Unless noted, the call rests on the fitted dose curve; in most records, active means well fitted curve in the direction sought with a large enough effect; inconclusive means small, poorly fitted or top-dose-only effect, or another doubt; inactive means no such curve, though single readings can be large; an effect the other way counts as inactive or inconclusive. Some of the compounds tested (hit frequency here may not be typical).

SMILES	TDP-43 yeast inh	FUS suppressor	aSyn yeast inh	DRD3 agonist	Abeta rescue	D3 antag	EPAC2 antagonist	EPAC2 ag
COc1ccccc1C(=O)NCC(=O)Nc1ccc2c(c1)CCC2	0%	-24%	0%	-4	-14%	-10	22%	-3%
Cc1ccc2nc(-c3ccccn3)cc(C(=O)N3CCN(c4ncccn4)CC3)c2c1	8%	12%	-3%	1	-6%	-30	11%	-5%
CCOC(=O)c1[nH]cnc1C(=O)NCc1ccccc1	25%	-28%	3%	-9	13%	14	0%	4%
COC(=O)C1CN(C(=O)COc2ccc(Cl)cc2C)c2ccccc2O1 (stereo unspecified)	18%	23%	9%	1	?	-19	-18%	10%
CCOC(=O)c1cnc(SCC(=O)c2ccc(Cl)cc2)nc1N	-3%	-19%	-15%	1	-9%	?	7%	-9%
C=CCOCCN(C)C1=NS(=O)(=O)c2cc([N+](=O)[O-])ccc21	-16%	18%	5%	19	0%	6	6%	-2%
CCOC(=O)C1ON2CCCCC2C1(O)C(F)(F)F (stereo unspecified)	-6%	-23%	-11%	-4	-4%	3	11%	7%
Nc1ccc2c(c1)C(=O)Cc1ccccc1S2	?	33%	5%	2	22%	2	-12%	0%
Cc1cccc2sc(NC(=O)C3CCCO3)nc12 (stereo unspecified)	1%	-3%	12%	-3	1%	-12	-2%	5%
COc1ccc(NC(=O)c2ccc(S(=O)(=O)N3CCOCC3)o2)cc1	1%	-18%	-4%	2	-3%	-4	-7%	5%
Cc1ccc(S(=O)(=O)NCCSc2nnnn2-c2ccccc2)cc1	6%&-9%	17%&23%	20%	-12&-7	-6%&-19%	-26	11%	13%
CCCOc1ccc(-c2nnn(CC(=O)c3ccc4c(c3)OCCO4)n2)cc1	-9%	3%	-2%	29	2%	15	7%	13%
CC(C)Oc1cccc(C(=O)C2CCCN(Cc3ccc4nonc4c3)C2)c1 (stereo unspecified)	-9%	10%	14%	0	-25%	-2	0%	12%
CC(=O)Nc1ccc(C(=O)N2CCCCC2c2cc(C(=O)NCc3cccnc3)no2)cc1 (stereo unspecified)	29%	-12%	3%	9	17%	23	7%	7%
CC(=O)c1ccc(Oc2ncnc(N)c2[N+](=O)[O-])cc1	-16%	-3%	-11%	-12	0%	?	7%	13%
O=C(COc1ccccc1[N+](=O)[O-])Nc1ccccc1N1CCCC1	-7%	22%	12%	-6	-3%	-7	?	7%
Cc1ccc(CNS(=O)(=O)c2ccc(-n3cnnn3)c(C)c2)cc1	-5%	14%	1%	-10	17%	?	-8%	17%
CC(=O)C1=C(O)C(=O)N(c2nccs2)C1c1ccccc1F (stereo unspecified)	11%	9%	9%	6	-2%	24	13%	-2%
O=C(N=C1SC2CS(=O)(=O)CC2N1c1ccc(Cl)cc1Cl)C1CC1 (stereo unspecified)	4%	25%	1%	6	9%	-8	-9%	-5%
COc1ccc(CN2CC(C(=O)NCCc3ccc(C)cc3)CC2=O)cc1 (stereo unspecified)	-13%	23%	2%	-22	3%	-16	2%	-3%

Reprinted from the part before: two entries; new compounds follow.
SMILES	TDP-43 yeast inh	FUS suppressor	aSyn yeast inh	DRD3 agonist	Abeta rescue	D3 antag	EPAC2 antagonist	EPAC2 ag
O=C(N=C1SC2CS(=O)(=O)CC2N1c1ccc(Cl)cc1Cl)C1CC1 (stereo unspecified)	4%	25%	1%	6	9%	-8	-9%	-5%
COc1ccc(CN2CC(C(=O)NCCc3ccc(C)cc3)CC2=O)cc1 (stereo unspecified)	-13%	23%	2%	-22	3%	-16	2%	-3%
O=C(OCCN=C1NS(=O)(=O)c2ccccc21)c1ccccc1	5%	11%	0%	-6	3%	-11	-4%	3%
O=C1c2ccccc2-c2ccc(C(=O)N3CCCCC3)cc21	7%	0%	2%	-1	1%	15	?	6%
COc1ccc(/C=C/C(=O)O/N=C(\N)c2cccnc2)cc1OC	6%	5%	-4%	3	-3%	0	6%	-4%
Cn1c(CCN2CCN(c3ccccn3)CC2)nc2cc(NS(=O)(=O)c3ccccc3)ccc21	-18%	10%	2%	23	5%	-16	-15%	6%
COC(=O)c1ccc(Cn2c(C)c(C(=O)NCc3ccc(Cl)c(Cl)c3)sc2=O)o1	14%	?	8%	-9	5%	6	-2%	-1%
COC(=O)[C@@]12CCCCN1[C@H](c1ccc(-c3ccc(Cl)c(Cl)c3)cc1)[C@H]1C(=O)N(C)C(=O)[C@H]12	5%	-25%	0%	-6	2%	-22	7%	16%
COc1cc(C)ccc1N(CCCN1C(=O)c2cccc3cccc(c23)C1=O)C(=O)c1cccs1	20%	?	-3%	2	4%	18	7%	-1%
COc1cc([N+](=O)[O-])ccc1NC(=S)NCc1ccccn1	13%	0%	3%	-3	7%	-15	8%	11%
CCc1ccc(C(=O)C(C)OC(=O)c2nc3nc(C)cc(C)n3n2)cc1 (stereo unspecified)	15%	23%	-1%	2	7%	-5	-1%	-9%
CCOC(=O)c1sc2nc(CC(=O)OC)nc(N(C)CCc3ccccn3)c2c1C	21%[9.22 µM]	4%	0%	4	-16%	1	-7%	11%
COc1ccc(Cl)cc1NC(=O)CN(c1cccc(C)c1C)S(=O)(=O)c1ccccc1	15%	22µM*	/	0	11%	/	/	/
COc1ccc(-c2cc(-c3ccc(C)cc3)nc3c2COc2ccccc2-3)cc1	4%	0%	/	-7	-13%	/	/	/
Cc1cccc(OCc2nnc(SCC(=O)Nc3cccc(C(=O)N4CCOCC4)c3)n2C)c1C	0%	/	0%	-11	-7%	6	16%	20%
O=C(NCCCN1CCN(Cc2ccccc2)CC1)C1CCN(S(=O)(=O)N2CCC3(CC2)OCCO3)CC1	-4%	4%	7%	-3	-7%	0	5%	4%
CCCCNc1ccc(C(CC(N)=O)NC(=O)Cc2ccc(Br)cc2)cc1[N+](=O)[O-] (stereo unspecified)	-6%	-19%	-3%	0	-13%	0	4%	11%
COc1cccc(-c2nc3c(c(C)nn3-c3ccccc3)c3cc(OC)c(OC)cc23)c1	11%	-1%	/	13	-4%	/	/	/
O=C(Oc1cccc(C(=S)N2CCCCC2)c1)c1ccccc1	15%	3%	0%	2	-25%	-2	-3%	12%
O=C1Cc2ccccc2Sc2cc(OCCCN3CCCCC3)ccc21	20%	/	6%	-6	-8%	-53*	0%	-10%
CCO/C=C1\C(=O)N(CC)c2ccccc21	28%	6%	-1%	0	-7%	20	1%	-3%
Cc1sc2ncnc(Sc3ccccc3C(=O)Nc3ccc(Br)cc3)c2c1C	-18%	/	6%	-6	-9%	-8	-3%	9%
CCn1c2ccccc2c2cc(NC(=O)N3CCOCC3)ccc21	-5%	4%	-5%	-3	4%	3	20%	8%
CC(C)(C)c1cc(C(F)(F)F)nc(SCCCNC(=O)c2ccco2)n1	-13%	15%	-1%	5	6%	2	-9%	-10%
CC(=O)Nc1ccc(S(=O)(=O)NCCC(=O)OCc2nnc(-c3ccccc3)o2)cc1	17%	13%	-1%	9	-7%	-8	-4%	-1%
COc1ccc(-c2csc(NC(CO)c3nc4ccccc4n3Cc3ccc(C)cc3)n2)cc1 (stereo unspecified)	?	?	?	1	8%	-10	-7%	20%
O=C(c1ccccc1)c1ccccc1C(=O)N1CCN(C(=O)c2ccccc2)CC1	-14%	4%	5%	-7	-4%	3	-3%	3%
CCOc1ccc(/C=N/N2C(=O)C(CC(=O)Nc3ccc(F)cc3F)SC2=NC)cc1OC (stereo unspecified)	19%	18%	6%	1	-3%	48	14%	-7%
COc1ccc(C(=O)Nc2nc(-c3ccc([N+](=O)[O-])cc3)c(-c3ccccc3)s2)cc1	0%	-7%	-8%	-9	-6%	0	2%	12%
S=C(Nc1ccc(Cl)cc1Cl)Nn1cnnc1	13%	14%	-22%	4	17%	7	-6%	4%
Cc1cccc(N2CCN(S(=O)(=O)c3ccc4c(c3)OCCO4)CC2)c1C	-2%	23%	-10%	-8	-18%	1	1%	13%
C=CCn1c(Sc2ncc([N+](=O)[O-])s2)n[nH]c1=O	13µM*	-18%	2%	-36	-47%[inhibitor]	-80*	8%	7%
CCCNc1nc(Nc2ccc(C)c(Cl)c2)c2cnn(C)c2n1	?	41%	1%	3	4%	11	-6%	-5%
Cc1csc(NC(=O)C2CCCCN2S(=O)(=O)c2ccccc2)n1 (stereo unspecified)	-16%	5%	2%	6	11%	12	11%	-2%
N#CCCN(C(=O)Nc1ccccc1)C1CCCCC1	0%	-16%	6%	-7	11%	12	3%	5%
O=C(CSc1nnc(Nc2ccccc2)s1)NC1CC1	4%	-6%	?	0	-20%	3	14%	14%
COc1ccccc1NC(=O)C(C)NS(=O)(=O)c1ccc(Cl)cc1 (stereo unspecified)	9%	7%	4%	2	12%	-11	0%	-2%
CCn1nc(C(=O)OCC(=O)N2CCc3ccccc32)c2ccccc2c1=O	?	30%	5%	3	0%	3	2%	5%
Cn1c(NCc2ccccc2)cc(=O)n(C)c1=O	-13%	22%	-5%	5	-8%	19	13%	-1%
Cc1cc(C)n2nc(SC(C)C(=O)NC3CCCCC3C)nc2n1 (stereo unspecified)	13%	16%	-2%	-10	-11%	-22	2%	1%
CCCCC1=CC2=CC(=O)C(C)(OC(=O)CCc3ccccc3)C(=O)C2=CO1 (stereo unspecified)	?	?	-41%[inhibitor]	6	-61%[inhibitor]	20	6%	-11%
N#CCC(=O)N/N=C\c1ccc(OC/C=C/c2ccccc2)cc1	2%	19%	6%	2	1%	2	3%	8%

By substructure, those above with an NH in an aromatic ring
SMILES	TDP-43 yeast inh	FUS suppressor	aSyn yeast inh	DRD3 agonist	Abeta rescue	D3 antag	EPAC2 antagonist	EPAC2 ag
CCOC(=O)c1[nH]cnc1C(=O)NCc1ccccc1	25%	-28%	3%	-9	13%	14	0%	4%
C=CCn1c(Sc2ncc([N+](=O)[O-])s2)n[nH]c1=O	13µM*	-18%	2%	-36	-47%[inhibitor]	-80*	8%	7%

Continued.
SMILES	TDP-43 yeast inh	FUS suppressor	aSyn yeast inh	DRD3 agonist	Abeta rescue	D3 antag	EPAC2 antagonist	EPAC2 ag
CCOC(=O)c1c(NC(=O)COC(=O)c2ccncc2)sc(C)c1C	-3%	8%	8%	5	8%	0	-3%	16%
COC(=O)[C@@]1(Cc2ccc(F)cc2)[C@H]2c3cc(C(=O)N4CCCC4)n(CCc4ccccn4)c3C[C@H]2CN1C(=O)c1ccccc1	12%	33%	0%	-2	4%	18	?	3%
Brc1cc2c(cc1C1OCCO1)OCO2	-3%	/	-9%	4	-7%	25	-3%	-7%
Cc1ccc(C(c2sc3nc(-c4ccco4)nn3c2O)N2CCC3(CC2)OCCO3)cc1 (stereo unspecified)	21%	20%	/	1	1%	/	/	/
